# High-throughput results deposited in PubChem by National Center for Advancing Translational Sciences (NCATS).
# Tb PFK inh: inhibitors of T. brucei phosphofructokinase; O15648; T. brucei PFK, ADP-Glo luminescence; Potency, µM (titrated, usually from 57.5 µM), without a hit: at the highest dose activity, negative = inhibition, usual class: inhibitors; 330,000 tested, 0.17% active;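 note: potency is the fitted concentration of half-maximal effect; 0% = uninhibited 1x PFK enzyme wells and -100% = no-enzyme wells; nearly all actives have a fitted effect of over 60% in size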
# Target sequence (O15648 whole entry, looked up): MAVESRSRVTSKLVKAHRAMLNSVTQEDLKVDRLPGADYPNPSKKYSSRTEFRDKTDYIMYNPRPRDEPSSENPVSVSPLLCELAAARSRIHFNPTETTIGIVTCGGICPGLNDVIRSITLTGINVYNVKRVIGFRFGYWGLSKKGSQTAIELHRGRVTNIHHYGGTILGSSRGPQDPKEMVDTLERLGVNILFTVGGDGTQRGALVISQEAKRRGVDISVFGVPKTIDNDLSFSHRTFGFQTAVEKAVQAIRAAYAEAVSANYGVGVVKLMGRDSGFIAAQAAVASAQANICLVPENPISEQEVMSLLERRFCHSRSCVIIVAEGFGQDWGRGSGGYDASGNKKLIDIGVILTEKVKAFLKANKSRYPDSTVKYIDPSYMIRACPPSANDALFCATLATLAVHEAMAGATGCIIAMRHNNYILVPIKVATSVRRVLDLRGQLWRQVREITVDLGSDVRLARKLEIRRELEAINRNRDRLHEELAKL
#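 In TEA buffer at pH 8.0 with 5 mM MgCl2, enzyme (1.25 nM) converted F6P (0.5 mM) and ATP (0.1 mM) for 45 min at room temperature. ADP product was read by luciferase luminescence.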
# A-T KAP1 phos: candidate therapy for ataxia-telangiectasia; […] A-T fibroblasts, KAP-1 phosphorylation AlphaLISA; neocarzinostatin DNA damage 30 min before lysis; Potency, µM (top dose mostly 57.5 µM), without a hit: at the top dose activation, most hits filed as activators; 320,000 tested, 0.19% active; AID 485349; note: potency is the fitted concentration of half-maximal effect; % of control where 0% means no effect; nearly all actives have a fitted effect of over 45% in size
#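 hTERT-immortalized A-T patient fibroblasts ([…]), 500 cells/well in OPTI-MEM, 1% FBS, got compounds for 60 min, then NCS for 30 min at 37C. Lysates were then assayed for phospho-KAP-1 by AlphaLISA (anti-pKAP1 donor, anti-KAP1 acceptor beads), 6 hr at 25C.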
# BCR signal inh: inhibitors of chronic active B-cell receptor signaling | ABC-DLBCL IkBa-CBG/CBR reporter, luminescence ratio, 4 h | Potency, µM (highest dose often 46.1 µM), inactives show at the top dose ratio change, negative = lower green/red ratio, hits mostly inhibitors | 340,000 tested, 0.05% active; active = well fitted inhibition curve with a large enough effect in the signal ratio, with a control signal flat, not every such curve was filed as active; inconclusive = small, poorly fitted or top-dose-only effect, or effect the other way, or a change in a side signal; the % refers to the signal ratio;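 note: potency is the fitted concentration of half-maximal effect; plate controls were basal doxycycline-induced cells for no effect and cells given 10 µM MG132 for full effect; MG132 reads +100%, hits lower the ratio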
#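 TMD8 ABC-DLBCL cells carrying doxycycline-inducible green luciferase fused to IkappaBalpha plus unfused red luciferase were exposed to compounds (up to 46 uM) for 4 hrs at 37C. Activity came from the overlap-corrected green/red luminescence ratio.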
# TSHR antagonist: antagonists of human thyroid stimulating hormone receptor; P16473; TSHR-expressing cells, TSH-stimulated cAMP HTRF, 2 h; active compounds read low; activity change, negative = inhibition, % at 11.5 µM; 330,000 tested, 0.2% active; AID 504810;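 active = activity change below a set negative limit, meaning inhibition stronger than a set level, cut at about -70% in these data; inconclusive = activity change between two set negative limits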; note: % is set by controls: 0 for no effect and ±100 for the full control effect
#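 Read-out is FRET at 665 nm (cryptate excitation 337 nm) from a cryptate-tagged anti-cAMP antibody, competed by cell cAMP against cAMP-d2. Compounds are tested on freshly harvested TSHR cells challenged with 4nM TSH (EC80) for 2 hours at 37 deg C.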
# KCNH2 WT inh: KCNH2 (human, wildtype) channel inhibition; Q12809; U2OS, BacMam KCNH2, thallium flux FluxOr; active compounds read low; AID 720551; 340,000 tested, 0.37% active; activity change, % at 1.84 µM;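 active = maximum activity change below -70%; inconclusive = maximum activity change between -70% and -50%; inactive = maximum activity change above -50%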; note: % is set by controls: 0 for no effect and ±100 for the full control effect
#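 U2OS cells were transduced with wild-type KCNH2 virus (2.03 x 10^8 / mL) for 4 h at room temperature, then cultured overnight at 37 C. Thallium flux was read with FluxOr dye. Rate constants were normalized to DMSO controls.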
# CXXC DNA block: MLL CXXC-DNA interaction inhibition; Q03164; MLL-CXXC / FITC-HOXA9 DNA fluorescence polarization; Potency, µM (top dose mostly 115 µM), without a hit: at the highest dose activity change, negative = inhibition, most hits filed as inhibitors; 290,000 tested, 0.037% active; AID 2662; active = well fitted inhibition curve with a large enough effect in the polarisation, with a control signal flat, not every such curve was filed as active; inconclusive = small, poorly fitted or top-dose-only effect, or effect the other way, or a change in a side signal; inactive = no such curve, though single readings can be large or run the other way; the % refers to the polarisation; note: potency is the fitted concentration of half-maximal effect
#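 Fluorescence polarization: 7 uM MLL-CXXC (stock) preincubated 5 min with compounds, then 50 nM fluorescein-HOX-A9 DNA (stock) added; 30 min ambient. Buffer 50 mM Tris-HCl pH 7.5, 50 mM NaCl, 1 mM DTT, 0.05% BSA.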
# GALK inh: galactokinase (human) inhibition; Purified GALK, Kinase-Glo residual ATP luminescence; Potency, µM (titrated, usually from 57.5 µM), without a hit: at the top dose activity change, negative = inhibition, hits mostly inhibitors; 270,000 tested, 0.007% active; AID 1868; note: potency is the fitted concentration of half-maximal effect; % is set by controls: 0 for no effect and ±100 for the full control effect
# Target sequence (P51570 whole entry, looked up): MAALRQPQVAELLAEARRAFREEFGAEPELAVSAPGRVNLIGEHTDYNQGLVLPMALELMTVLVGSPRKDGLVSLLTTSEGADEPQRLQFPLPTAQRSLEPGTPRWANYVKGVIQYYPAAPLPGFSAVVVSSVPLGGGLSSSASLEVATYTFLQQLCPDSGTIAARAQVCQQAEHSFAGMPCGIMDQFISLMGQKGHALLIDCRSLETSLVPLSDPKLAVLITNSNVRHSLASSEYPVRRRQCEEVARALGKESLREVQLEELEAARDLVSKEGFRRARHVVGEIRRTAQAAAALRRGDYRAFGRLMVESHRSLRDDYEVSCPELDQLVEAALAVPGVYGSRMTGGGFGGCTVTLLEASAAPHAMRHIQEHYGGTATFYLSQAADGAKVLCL
#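 Kinase-Glo Plus luminescence measured ATP left after a 1 h room-temperature reaction. The reaction used 5 nM GALK, 100 uM galactose and 35 uM ATP at pH 8.0 (20 mM HEPES, 5 mM MgCl2, 60 mM NaCl, 1 mM DTT, 0.01% BSA).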
# FBPA coupling cs: inhibits coupling enzyme system, counter-screen for aldolase hits; activity change, negative = inhibition, % at 58.2 µM, hits read low; AID 2472; 290,000 tested, 0.67% active; coupling enzyme system counterscreen, AmpLite Red fluorescence; in the data active = activity change below about -30%; note: % is set by controls: 0 for no effect and ±100 for the full control effect
#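 Final compound at 57.5 uM, incubated 10 min at RT with coupling enzyme reagent (glyceraldehyde-3-phosphate), then 20 min with substrate and AmpLite Red detection. Fluorescence read at 525/598 nm; tests interference with the coupling assay, not aldolase inhibition.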
# TCR act: activators of T cell receptors; AID 504894; Potency, µM (doses to about 9.22 µM), for the others: at the highest dose activation of IL-2 secretion, most hits filed as activators; 330,000 tested, under 10 active; primary human leukocytes, anti-CD3, IL-2 HTRF, 48 h; note: % of control where 0% means no effect
#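 Compounds are tested in HTS on primary human leukocytes co-incubated with a-CD3 beads for 48 hr. IL-2 output is measured by time-resolved FRET.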
# Giardia kill: kills Giardia lamblia. activity change, % at 7.66 µM, hits read low. Giardia lamblia trophozoite viability. 340,000 tested, 0.15% active; in the data active = activity change below about -80%; inconclusive = between about -30% and that limit;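 note: parasites exposed to compound for two days anaerobically before the ATP read; % is set by controls: 0 for no effect and ±100 for the full control effect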
#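 ATP-content bioluminescence gauges trophozoite survival. Cells (100/well) receive compound and incubate anaerobically for 48 hrs at 37 deg C; detection reagent follows for 15-30 min at room temperature.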
# * = called active by the depositor; ? = inconclusive; . = no result given; [ ] = dose if it differs, or a comment. Unless noted, calls come from the whole dose curve; as a rule, active = well fitted curve in the direction sought with a large enough effect; inconclusive = small, poorly fitted or top-dose-only effect, or another doubt; inactive = no such curve, though single readings can be large; an effect the other way counts as inactive or inconclusive.
SMILES,Tb PFK inh,A-T KAP1 phos,BCR signal inh,TSHR antagonist,KCNH2 WT inh,CXXC DNA block,GALK inh,FBPA coupling cs,TCR act,Giardia kill
O=C(Nc1ccc(N2CCN(C(=O)c3ccco3)CC2)cc1)c1cccnc1Cl,1%,-2%[11.5 µM],2%,0,-2,-3%,0%,-2,-7%,25
COc1cc(/C=N\NC(=O)c2ccc(C)nc2)ccc1OC(=O)c1cccc(F)c1,2%,-4%,?,-9,5,56%[activator],-3%,0,-8%,-5
C=C(C)CSc1nnc(-c2ccc(C)cc2)n1N,4%,-5%,?,22,1,-10%,-2%,1,2%,29
Cn1c(=O)c2c3c(sc2n2c(SCc4ccc5c(c4)OCO5)nnc12)COC(C)(C)C3,-3%,3%,-2%,-1,.,4%,9%,6,.,.
CC1(C)CC(=O)C(/C=N/n2cnc3ccccc3c2=O)=C(O)C1,0%,1%,?,10,9,-6%,0%,-1,-14%,11
CCOc1ccc2c(c1)C(N(CCN1CCOCC1)C(=O)Nc1ccccc1)CC(C)(C)O2 (stereo not drawn),17%,0%,-9%,-1,4,2%,-3%,-1,-7%,-4
CCOC(=O)Cc1csc(NC(=O)NC2(C(F)(F)F)Oc3cc(Cl)c(Cl)cc3O2)n1,-11%,-1%,-1%,-1,-5,-8%,1%,-9,-7%,12
Cn1c(C(=O)NC2CCCCC2)cc2c(=O)n3ccccc3nc21,2%,32%,0%,2,-11,7%,-1%,.,-21%,12
CC(=O)Nc1ccc(S(=O)(=O)NC(C)C(=O)OCCOc2ccc(F)cc2)cc1 (stereo not drawn),1%,-1%,?,-8,-5,.,.,.,-4%,4
C#CCOCCOCCOCCNc1nc(N2CCN(C(=O)Cn3cc(CCCN=C(N)N)nn3)CC2)nc(N2CCN(C(=O)[C@H](C(C)C)n3cc(CCO)nn3)CC2)n1,0%,-8%,-1%,1,3,13%,.,0,-2%,-13
O=C1CNC(=S)N1Cc1ccc(Cl)cc1,-6%,7%,-2%,1,-9,4%,-2%,1,-6%,18
CNC(=O)CN1C(=O)NC2(CCc3ccccc3C2)C1=O (stereo not drawn),-1%,1%,-17%,-8,2,-2%,12%,2,-15%,1
CCCOc1ccc(NC(=O)C2CC(=O)N(C(C)C)C2)cc1 (stereo not drawn),-3%,-1%,-2%,-2,-5,-5%,5%,1,1%,-3
Cc1nn(-c2ccc(Cl)cc2)c2[nH]c(CCl)cc(=O)c12,0%,1%,?,-3,5,5%,15%,3,10%,12
CCOc1ccccc1N(CC(=O)NC1CCCCC1)S(=O)(=O)c1ccccc1,3%,0%,16%,-6,-1,-1%,-3%,-2,-2%,-14
CCOc1ccccc1N1CC(C(=O)Nc2ccc(C(=O)O)cc2)CC1=O (stereo not drawn),-2%,-10%,?,0,5,3%,-2%,3,-5%,-15
COc1cccc(CNC(=O)N2CCN(c3ccccc3Cl)CC2)c1,2%,8%,?,-12,0,16%,-1%,-1,-3%,13
COc1ccc(/C=C/C(=O)Nc2ccc(C)c(S(=O)(=O)N3CCOCC3)c2)cc1,-1%,13%,?,-32,-3,.,.,.,-12%,-11
CN(C)CCC(=O)N1c2ccccc2Sc2ccc(Cl)cc21,-23%,9%,?,-4,-4,-7%,5%,-2,5%,-10
CCCCC(CC)CNC(=O)CCS(=O)(=O)c1cccc2nonc12 (stereo not drawn),-3%,0%,1%,2,6,13%,-2%,1,-1%,4
O=C1CCCN1CCCn1cnc2c([nH]c3ccc(F)cc32)c1=O,0%,-2%,1%,-7,5,6%,4%,1,3%,4
CC(=O)NC1(NC(C)=O)CCN(C)CC1,0%,2%[11.5 µM],6%,8,0,8%,3%,3,2%,0
O=C(C1CC1)N1CCc2cc(Br)cc(S(=O)(=O)NCc3ccco3)c21,3%,9%,4%,-2,5,2%,0%,0,1%,-6
COc1ccc(-c2oc3ncn4nc(Cc5ccccc5)nc4c3c2-c2ccc(OC)cc2)cc1,-4%,-1%,?,2,9,26%,-1%,-3,2%,3
CCOC(=O)C1CCN(c2c(NCc3ccc(C(=O)NC4CCCC4)cc3)c(=O)c2=O)CC1,-4%,16%,4%,3,31,2%,2%,2,15%,-16
COc1cccc(C(=O)Nc2cc(C(=O)NCCc3ccccc3)ccc2Cl)c1,-2%,7%,13%,-4,-1,3%,0%,1,-4%,9
O=C(CCCC(=O)OCC(Cl)=C(Cl)Cl)Nc1ccc(F)cc1,6%,3%,?,-4,-6,-2%,1%,2,0%[46.1 µM],2
C#Cc1ccc([C@H]2C=C(C(=O)N3CCOCC3)O[C@@H](OCC)[C@@H]2CCCO)cc1,1%,7%,3%,3,.,-15%,-2%,1,-2%,0
COC(=O)C1(C)Nc2ccccc2C(=O)N1c1ccccc1OC (stereo not drawn),-3%,-16%,4%,5,3,3%,.,3,8%,-13
Cc1cc(C)n2nc(C(=O)OCC(=O)Nc3ccc4c(c3)OCO4)nc2n1,3%,16%,-2%,18,-1,-1%,0%,3,-2%,10
CN(C)c1nc(NCc2ccccc2)nc(SCC(=O)Nc2ccccc2)n1,-1%,8%,11%,-1,-20,0%,0%,1,0%,10
CCOc1ccc(S(=O)(=O)NCCC(=O)NCC(c2cccs2)N(C)C)cc1 (stereo not drawn),4%,6%,10%,2,1,.,.,.,-2%,-3
Cn1c(=O)[nH]c(=O)c2c1nc(SCC(N)=O)n2Cc1cccc(Br)c1,0%,-1%,?,1,1,-7%,3%,6,-5%,-24
O=C(NCCc1ccccc1)C1CCC(=O)N1CCc1ccccc1 (stereo not drawn),11%,11%,1%,-7,-5,43%[activator],-3%,1,4%,-23
CCOP(=O)(OCC)c1nc(-c2cccc3ccccc23)oc1NCc1ccc(OC)cc1,0%,24%,?,-4,0,-3%,1%,0,-5%,17
CCOC(=O)Cc1nnc(NC(=O)c2ccco2)s1,1%,1%,8%,4,30,-6%,-1%,-3,2%,-11
COc1ccc(NC(=O)NC2CCCc3ccccc32)cc1OC (stereo not drawn),-1%,11%,3%,0,-31,-2%,6%,.,5%,-27
O=C(c1ccc2c(c1)OCO2)N1CCCC(c2ccccc2)C1 (stereo not drawn),0%,9%,-1%,-8,0,5%,0%,1,-4%,-27
COc1ccc(NC(=O)c2cccc(OC(F)F)c2)cc1Cl,-5%,3%,?,-2,-4,11%,-2%,-10,2%,11
O=C(CNC(=O)c1ccc(Br)cc1)N/N=C/c1cccnc1,3%,4%,?,0,-18,37%[activator],-3%,.,-6%,-3
O=C(c1ccc(C(F)(F)F)cc1)N1CCC(=O)N(C(COCc2ccccc2)Cc2ccccc2)CC1 (stereo not drawn),0%,.,-8%,15,-1,-1%,.,4,4%,-11
Cc1ccc(N=C2SCCCN2C(=O)c2cccc(N3C(=O)CCC3=O)c2)cc1Cl,0%,4%,-3%,-1,-7,.,.,.,-4%,4
Cc1cccc(N(CC(=O)NC2CCCCC2)C(=O)c2csnn2)c1,0%,13%,-13%,14,-20,5%,2%,0,3%,-6
Cc1ccccc1C(=O)N1CCC(C(=O)N(C)CC(=O)Nc2cccc(F)c2)CC1,2%,2%,-2%,3,-10,0%,-1%,.,2%,-8
CC(C)(C)CC(=O)N1CCN(c2ccc(S(=O)(=O)N3CCOCC3)cc2[N+](=O)[O-])CC1,4%,2%,-6%,-2,6,.,.,.,54%,-12
Cc1cc(C)cc(C(=O)NC(=S)Nc2ccc(Cc3ccncc3)cc2)c1,1%,0%,?,21,3,-7%,.,1,0%[46.1 µM],-7
O=C(Nc1ccc(OC(F)F)cc1)c1cc(S(=O)(=O)N2CCOCC2)ccc1F,1%,-3%,?,-8,-16,-5%,-3%,.,0%,-5
Fc1ccc2cnc(-c3ccccc3F)cc2c1,0%,13%,-2%,-8,.,.,.,.,1%,-22
O=c1[nH]nc(SCCS(=O)(=O)c2ccc(F)cc2)n1-c1ccc2c(c1)OCCO2,-2%,4%,?,7,-19,1%,2%,3,1%,-20
CCN1CN(CCc2ccccc2)CNC1=S,0%,1%,-2%,4,-5,15%,0%,-1,-4%[46.1 µM],-6
OC1(c2nc3ccccc3[nH]2)CCCCC1,0%,17%,-1%,10,-18,.,.,.,-2%,-10
O=C(Nc1ccc(F)cc1)c1nc(S(=O)(=O)Cc2ccccc2)ncc1Cl,-25%,-9%,?,?,18,5%,4%,.,-2%,-2
